Screening results as filed in PubChem BioAssay.
CHT block – inhibitors of human choline transporter CHT | High affinity choline transporter 1 (Homo sapiens), Q9GZV3 | CHT-expressing cells, membrane potential dye, choline response; stronger effect = lower value | B-score at 10 µM | actives 0.86% (n = 310,000);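 active means B-score over 3 SD under the library average, and starting fluorescence ratio not unusually high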;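 further: choline stimulus applied at its EC90 after an EC20 pre-addition; B-score computed on integrated fluorescence ratio after choline addition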
Target sequence (Q9GZV3 whole entry, looked up): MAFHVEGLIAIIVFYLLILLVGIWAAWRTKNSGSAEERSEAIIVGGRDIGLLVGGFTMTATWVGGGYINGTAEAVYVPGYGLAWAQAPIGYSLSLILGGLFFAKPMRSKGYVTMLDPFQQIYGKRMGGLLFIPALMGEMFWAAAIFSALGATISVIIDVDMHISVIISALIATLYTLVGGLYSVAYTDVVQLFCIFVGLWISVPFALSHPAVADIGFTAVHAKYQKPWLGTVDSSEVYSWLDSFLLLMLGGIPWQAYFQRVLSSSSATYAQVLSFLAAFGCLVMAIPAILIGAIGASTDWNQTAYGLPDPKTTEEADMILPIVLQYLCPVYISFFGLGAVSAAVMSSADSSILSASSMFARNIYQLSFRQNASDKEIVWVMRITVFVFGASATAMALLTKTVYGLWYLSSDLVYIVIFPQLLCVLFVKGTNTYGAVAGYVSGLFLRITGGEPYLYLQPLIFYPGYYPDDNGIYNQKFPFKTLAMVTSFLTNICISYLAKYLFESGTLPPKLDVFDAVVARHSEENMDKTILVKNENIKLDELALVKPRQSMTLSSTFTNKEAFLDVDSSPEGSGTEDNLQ
KCNQ2 block – KCNQ2 potassium channel inhibitors, primary screen, cell-based, CHO-K1, FluxOR thallium flux, B-score (AID 2156); actives 1.1% (n = 310,000); B-score at 10 µM; 20 min; stronger effect = lower value;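 active means fluorescence ratio B-score at most minus 3 library SDs, with starting brightness B-score within 2 library SDs, cut at about -5.5 in these data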
Calls only; i = inactive; · = not tested or not shown.

CHT block,KCNQ2 block,Compound
i,i,COc1ccccc1N1CCN(C2CCCC(C)C2)CC1 (configuration not stated)
i,i,CCOc1ccccc1-n1c(SCC(=O)N2CCOCC2)nnc1-c1ccccn1
i,i,O=C(c1cc(-c2ccc(F)cc2)on1)N1CCCC1
i,i,CCc1ccc(-c2ccc(SCc3ccccn3)nn2)cc1
i,i,O=C(NCCS(=O)(=O)N1CCCCC1)c1ccccc1
i,i,CCOC(=O)C1CCCCN1C(=O)c1ccc2nc(Cc3ccc(OC)cc3)oc2c1 (configuration not stated)
i,i,Cc1ccc(OCC(=O)Nc2ccccc2C(=O)NC2CC2)cc1C
i,i,COc1ccc(N2CC(C(=O)N(C)CC(=O)Nc3ccc(Cl)c(C(F)(F)F)c3)CC2=O)c(OC)c1 (configuration not stated)
i,i,COc1cccc(CNS(=O)(=O)c2cc3c(cc2Cl)NC(=O)CO3)c1
i,i,CCOc1ccccc1/C=N/NC(=O)c1nnn(-c2nonc2N)c1CN1CCCCCC1
i,i,CCCCN1C(=O)/C(=C/C=C2/C=Cc3ccccc3N2CC)SC1=S
i,i,O=C(CSc1nnc(-c2ccncc2)n1Cc1ccco1)Nc1cccc(O)c1
i,i,S=c1[nH]nc(CSCc2ccccc2Cl)n1-c1ccccc1
i,i,Cc1ccc(NS(=O)(=O)c2ccc(C(=O)NCC(c3ccco3)N(C)C)cc2)cc1 (configuration not stated)
i,i,CC(=O)Nc1ccc(NC(=O)C2CC(=O)Nc3nc4ccccc4n32)cc1 (configuration not stated)
i,i,O=C(CCl)Nc1cc(S(=O)(=O)N2CCOCC2)ccc1N1CCOCC1
i,i,O=[N+]([O-])c1ccc(N2CCN(Cc3ccc(Br)o3)CC2)cc1
i,i,O=C(NCC1CCCO1)C1CC(c2ccc(Cl)c(Cl)c2)=NO1 (configuration not stated)
i,i,CCOC(=O)Cc1csc(SC(C)C(=O)NCC(=O)Nc2ccc(F)c(F)c2F)n1 (configuration not stated)
i,i,O=C(O)c1sccc1Oc1ccc(NS(=O)(=O)c2cccc(F)c2)cc1
i,i,N#CC1=C(N)N(c2ccccc2)C(=O)C1
i,i,O=C(CSc1nnc2scc(-c3ccccc3)n12)N1CCN(Cc2ccccc2)CC1
i,i,CC(=O)N1N=C(c2ccco2)CC1c1ccco1 (configuration not stated)
i,i,COc1cccc(OC)c1C(=O)Nc1cccc(-c2ccc(N3CCOCC3)nn2)c1
i,i,CN(C)C(=O)CNc1n[nH]c(=S)[nH]c1=O
i,i,CCCCCOC(=O)Cn1c(=O)oc2ccc(C)cc21
i,i,CCN1CCN(C(=O)C2CCCN(S(=O)(=O)c3cc(Cl)ccc3Cl)C2)CC1 (configuration not stated)
i,i,O=[N+]([O-])c1ccc2c(c1)Nc1nc3ccccc3nc1N2
i,i,O=C(Nc1ccc(Nc2ccccc2)cc1)C(Cl)(Cl)Cl
i,i,C=CCN=C1NN=C(c2cc(C)n(CC=C)c2C)CS1
i,i,CCCN(CC(=O)Nc1cc(Cl)ccc1Cl)C(=O)CN1C(=O)C2CCCCC2C1=O (configuration not stated)
i,i,Nc1ncnc2c1ncn2C1OC(COP(=O)(O)O)C(O)C1O (configuration not stated)
i,i,COc1ccccc1/C=C/C(=O)Nc1ccc(S(=O)(=O)Nc2cc(C)on2)cc1
i,i,CCc1nc2ccccc2n1CC(=O)OCC(=O)N(CC(C)C)c1c(N)n(Cc2ccccc2)c(=O)[nH]c1=O
i,i,O=[N+]([O-])c1ccc2[nH]c3nc4ccccc4nc3c2c1
i,i,OC(C#CCN1CCCCC1)c1ccccc1 (configuration not stated)
i,i,Cc1ccc2nc(Br)c3c(c2c1)OC(CBr)C3 (configuration not stated)
i,i,Cc1ccc(S(=O)(=O)Nc2cccnc2)cc1
i,i,O=C(CCCCCN1C(=O)[C@@H]2Cc3ccccc3CN2C1=O)Nc1ccccc1F
i,i,CCOC(=O)c1cnc(-c2ccccc2O)nc1Cl
i,i,O=C(NCc1ccco1)C1Cc2ccccc2CN1C(=O)c1ccco1 (configuration not stated)
i,i,CCOC(=O)CSC1=N/C(=C\c2cc(OC)c(OC)c(OC)c2)C(=O)N1C
i,i,COCC1CCN(C(=O)CCc2nnc(C3(c4ccc(Cl)cc4)CCC3)o2)CC1
i,i,O=C1c2cccnc2-c2ncccc21
i,i,COC(=O)CNC(=O)CSc1nc2c(sc(=S)n2-c2ccccc2)c(=O)[nH]1
i,i,CC1CC(C)CN(CCCNC(=O)Cc2c(C(=O)O)[nH]c3ccccc23)C1 (configuration not stated)
i,i,O=C1OC(Nc2ccc(F)cc2F)c2ccccc21 (configuration not stated)
i,i,CC(=O)Nc1ccc(SCC(=O)Nc2cc(C)on2)cc1
i,i,O=C(COC(=O)c1ccc(Cl)s1)c1cc2ccccc2o1
i,i,CCOC(=O)c1c(C)[nH]c(C)c1S(=O)(=O)NCC(=O)Nc1ccccn1
i,i,Cc1cc(C)n2nc(SCCC(=O)NCc3ccccc3)nc2n1
i,i,O=C(CSc1nn(-c2ccccc2)c(=S)s1)NC(=O)NCc1ccco1
i,i,O=C(N/N=C/c1ccc(Cl)cc1Cl)c1n[nH]c2c1CCCC2
i,i,Cc1cc([N+](=O)[O-])ccc1NC(=O)c1ccco1
i,i,Cc1cccc(N=C2NN=C(c3c[nH]c4ccccc34)CS2)c1
i,i,C=CCNC(=S)NCC=C
i,i,CN(CC(=O)Nc1cccc([N+](=O)[O-])c1)S(=O)(=O)c1ccccc1
i,i,O=C1/C(=C/N(C(=O)c2ccco2)c2ccc(Br)cc2)Sc2ccccc21
·,i,C=CCn1c(N)c(C(=O)OC(C)CC)c2nc3ccccc3nc21 (configuration not stated)
i,i,Cc1ccc(OCC(=O)NC(=S)Nc2ccc(Br)cn2)cc1

Further results:
CHT block,KCNQ2 block,Compound
·,i,CN(C)c1ccc(C(C(=O)NCc2ccccc2)N(Cc2cccnc2)C(=O)c2snc(C(N)=O)c2N)cc1 (configuration not stated)
i,i,O=C(CSc1nc(Nc2ccccc2)nc(N2CCOCC2)n1)Nc1cc(Cl)ccc1O
i,i,Cc1ccc(S(=O)(=O)n2cccc2CO)cc1
i,i,COc1ccccc1NC(=O)c1cc(S(=O)(=O)N2CCOCC2)ccc1Cl
i,i,c1ccc(Cn2nnnc2C(c2cccs2)N2CCOCC2)cc1 (configuration not stated)
i,i,CC(C)Oc1ccc(-c2cc(=O)[nH]c(=O)[nH]2)cc1
i,i,COc1ccc(/C=C/CN2CCC(n3nccc3NC(=O)C3CC3)CC2)cc1
i,i,CCC(C)c1ccc(O)c(N)c1 (configuration not stated)
i,i,Cc1cc(N2C(=O)C(O)=C(C(=O)c3cc4ccccc4o3)C2c2cccs2)no1 (configuration not stated)
i,i,Cc1ccc(N2CCCn3c2cc(C)c(C#N)c3=O)cc1C
i,i,O=C(NC(=S)N1CCN(c2ccc([N+](=O)[O-])cc2Cl)CC1)c1ccco1
i,i,O=C(O)c1ccc(NCc2cccs2)cc1
i,i,Nc1ccccc1-c1nc2ccccc2c(=O)o1
i,i,Cc1ccc(N2C(=O)CC(c3ccsc3)C3=C2CC(C)(C)CC3=O)cc1 (configuration not stated)
i,i,O=C1NCCCC1C(=O)N/N=C/c1ccccc1[N+](=O)[O-] (configuration not stated)
i,i,CCOc1ccc(NC(=O)NNC(=O)c2ccc3ccccc3c2O)cc1
i,i,O=C(Nc1ccn(Cc2ccccc2F)n1)c1ccc(COc2cc(Cl)ccc2Cl)o1
i,i,CCOc1ccc(S(=O)(=O)N2CCc3ccccc3C2)cc1
i,i,O=C(Cc1ccccc1)NCC1COc2ccccc2O1 (configuration not stated)
i,i,Cc1ccc(OCC(=O)NC2CCS(=O)(=O)C2)cc1 (configuration not stated)
i,i,CC1CCN(c2oc(-c3ccccc3Cl)nc2C#N)CC1
i,i,CN(c1ccccc1)S(=O)(=O)c1cc(C(=O)Nc2nc3ccccc3[nH]2)ccc1Cl
i,i,C=CCNc1nc(C2(C)CC3(CC(C)(C)OC3=O)C(=O)O2)cs1 (configuration not stated)
i,i,CCOC(=O)c1cc(C(=O)NCc2ccc(Cl)cc2Cl)nn1C
i,i,CSc1nc(N)c2c3c(sc2n1)COC(C(C)C)C3 (configuration not stated)
i,i,CC/S(=N\S(=O)(=O)c1ccc(C)cc1)c1ccccc1 (configuration not stated)
i,i,CC(Nc1nc(-c2ccc(F)cc2)cs1)c1nc2cc(Cl)c(N3CCCCC3)cc2n1CCOCCO (configuration not stated)
i,i,O=C(CNC(=S)N(Cc1ccccc1F)C1CCCCC1)NCCCN1CCOCC1
i,i,Cc1cccc(CCNS(=O)(=O)c2ccc(S(=O)(=O)N3CCC(C)CC3)cc2)c1
i,i,CC(NC(=O)C(C)N1CCN(Cc2ccccc2)CC1)c1ccc(F)cc1 (configuration not stated)
i,i,CCCCn1c(N)c(N(Cc2ccccc2OC)C(=O)CSCC(=O)Nc2cccc(C)c2)c(=O)[nH]c1=O
i,i,COc1cc2c3c(c1)/C(=C1/SC(=S)NC1=O)C(=O)N3C(C)(C)C=C2C
i,i,CO/N=C/CC(=O)c1ccc(-c2ccccc2)cc1
i,i,CCOc1cccc(OCCCCN2CCCCC2)c1
i,i,Cc1cc(C)n(C(=O)c2ccc(Cn3nc(C)c(Br)c3C)o2)n1
i,i,Nc1ccc2nc(SCC(=O)Nc3ccc(N4CCOCC4)c(Cl)c3)sc2c1
i,i,COc1ccc(CN2C(=O)C(C)=C(C)C2OC)cc1 (configuration not stated)
i,i,O=C(O)c1cc(O)ccc1-c1ccc(O)cc1
i,i,CCCCCCCN=CC1=C(O)CC(c2ccccc2)CC1=O (configuration not stated)
i,i,CC(=O)Nc1cccc(NC(=O)CCNC(=O)c2ccccc2)c1
i,i,Cc1ccccc1N=C1NC(=O)C(CO)(CO)S1
i,i,Nc1c(/C=C2/C=CC(=O)C(O)=C2)c(=O)nc2sc(CC(=O)N3CCCCC3)nn12
i,i,CCOC(=O)c1ccc(NC(=O)c2ccccc2C)cc1
i,i,CCC(=O)N(C)CCc1cc2c(c(OC)c1/C=N/NC(=O)c1ccccc1O)OCO2
i,i,COc1ccc(CN2CCCC(N3CCN(c4ccc(OC)cc4)CC3)C2)cc1 (configuration not stated)
i,i,CCSc1nnc(NC(=O)c2c(C)noc2C)s1
i,i,CN1C(=O)NC(c2ccc(C(F)(F)F)cc2)C2=C1CC(C)(C)CC2=O (configuration not stated)
i,i,CN(Cc1ccccc1)c1ncc(C=O)s1
i,i,S=C(NCCCc1ccccc1)NC1CCCCC1
i,i,COc1ccc2c(c1)-c1nc(/N=C/c3ccccc3O)sc1CC2
i,i,CSc1ccc(S(=O)(=O)N2CCC(C(=O)N3CCOCC3)CC2)cc1
i,i,Cc1cc(C)nc(Nc2ccc(N3CCOCC3)cc2)n1
i,i,CC1/C(=N/O)C(CN(C)C)C2CC1C2(C)C (configuration not stated)
i,i,Cc1ccccc1OCC(=O)Nc1ccc2c(c1)Cc1ccccc1-2
i,i,CCN(CC)S(=O)(=O)c1cccc(-c2n[nH]c(=S)n2/N=C/c2ccc(C(=O)OC)cc2)c1
i,i,COC(=O)c1cc(NS(=O)(=O)c2ccc(NC(C)=O)cc2)ccc1Cl
i,i,O=c1oc2cc(Oc3c([N+](=O)[O-])cc(C(F)(F)F)cc3[N+](=O)[O-])ccc2c2c1CCCC2
i,i,COc1ccc(CN(C)c2ncnc3sccc23)c(OC)c1OC
i,i,Cc1nn(CC(=O)NCc2ccccc2)c(C)c1[N+](=O)[O-]
i,i,Cc1ccc(NC(=O)CSCc2cc(=O)n3ccsc3n2)cc1

Following part.
CHT block,KCNQ2 block,Compound
i,i,O=C(O)c1cccc(S(=O)(=O)N(Cc2ccccc2)c2ccccc2)c1
i,i,N/C(=N\OC(=O)CCCOc1ccccc1)c1ccc(Br)cc1
i,i,CCOC(=O)c1c(C)n(C)c2ccc(OC)c(NC(=O)CN3CCN(C4CCCCC4)CC3)c12
i,i,Cc1cccc(NC(=S)N2N=CCC2c2ccccc2)c1 (configuration not stated)
i,i,COc1ccccc1CC(=O)c1ccc(OCc2ccccc2)cc1
i,i,COc1ccc(-n2nc(C(=O)N3CCC(N4CCCCC4)CC3)c3c4ccccc4n(C)c3c2=O)cc1
i,i,Cc1ccc(S(=O)(=O)N(C)CC(=O)Nc2ncccc2C)cc1
